# Lipid droplet: inhibitors of hepatocyte lipid droplet formation, primary screen, imaging, high-throughput imaging, BODIPY stain; AML12 mouse hepatocytes, oleate lipid droplets; inhibition, % at 6.5 µM; 240,000 tested, 0.4% active; AID 1656, 2009;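 active means lipid droplet intensity inhibited by at least 50%, with more than 500 cells counted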
#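 Technique: fluorescence imaging, 20x objective, two fields per well / Assay system: AML12 hepatocytes (mouse) / Measure: % inhibition of lipid droplet signal / Doses: 6.5 µM single-point dosing / Incubation: overnight exposure / Reagent: 100 µM oleic acid challenge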
# Salmonella PhoP GFP: inhibitors of PhoP regulon expression, primary screen, Salmonella Typhimurium, GFP reporter (AID 1863); S. Typhimurium PhoP-regulated promoter GFP reporter, 4 h; higher % means a stronger effect; inhibition, % at 50 µM; hits with a dose series show IC50 in µM; 300,000 tested, 0.16% active;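 active means inhibition over 29.93%, a cutoff 3 SD above the screen mean, later confirmed by dose response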;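 further: 0% = low Mg2+ inducing control and 100% = high Mg2+ repressing control; strong numbers were not always called active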
# T cell modulator: modulators of CD8 T cell-vesicle binding, primary screen, mouse 2C CD8+ T cells, flow cytometry. 330,000 tested, 0.068% active. 2C CD8+ T cell-vesicle binding; active compounds read low. AID 2052, 2009. calls only at 7 µM;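 active means response, share of CD8 T cells binding vesicles, and their 90th percentile fluorescence all below set limits, cut at about 80% in these data, passing the limit was not always enough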
#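 Read-out – percent CD8+ FL2 mean versus row control · System – murine 2C transgenic CD8+ T lymphocytes · Times – 1.5 h cell–vesicle binding at 37 °C, then 20 min icy labelling · Control set – naked vesicles low, QL9 vesicles with vehicle high · Detection – cytometric PE anti-B7-1 and Alexa647 anti-CD8 signals after 1% paraformaldehyde fixation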
# CSM14.1 death rescue: rescue of cells from ER stress-induced death, primary screen, 384-well, CSM14.1, thapsigargin, ATP luminescence (AID 1222); CSM14.1 thapsigargin-induced death rescue, ATP luminescence; higher % means a stronger effect; cellular ATP content (survival), % at 20 µM, or EC50 in µM where a hit was titrated; 190,000 tested, under 10 active;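 active means EC50 below 50 µM in the dose-response confirmation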;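 further: death triggered by thapsigargin at about 15 µM added after 2 h compound pretreatment; cell ATP read after overnight thapsigargin exposure of roughly 18 to 22 hours; normalized against plate controls of thapsigargin alone and 5% DMSO vehicle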
# bCat nuc transl: modulators of beta-catenin nuclear translocation, primary screen, imaging, HeLa cells, immunofluorescence, high-content; nuclear translocation activity, % at 5 µM; 190,000 tested, 0.3% active;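 active means nuclear translocation activity above 50% at 5 µM, with a well cell count of 50 or more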;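 further: per-cell ratio of nuclear to cytoplasmic median beta-catenin stain intensity; plate controls were DMSO negative control for no effect and GSK-3 inhibitor IX positive control for full effect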
#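 Test system: HeLa cells, endogenous beta-catenin; Compound: single 5 µM dose plus 0.02–20 µM confirmation series; Times: compound exposure 24 h at 37°C; Signal: fluorescence imaging of beta-catenin antibody stain plus DAPI; Read-out: % activation, nuclear-to-cytoplasmic median beta-catenin signal ratio per cell.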
# Insulin prom up: insulin promoter activators in MIN6 cells, imaging, high-content screening, mouse beta cells | MIN6 insulin promoter-GFP reporter; active compounds read high | 190,000 tested, 0.3% active | AID 1625, 2009 | z-score at 5 µM;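 active means z-score above 3 at 5 µM with at least 500 cells counted in the well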
# Autophagy HCS: autophagy modulators in MEF cells, primary screen, imaging, high-content, MEF GFP-LC3; MEF GFP-LC3 puncta imaging; test concentration mostly 10 µM; 190,000 tested, 0.98% active; AID 463193, 2010; calls only at 10 µM (by protocol);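 active means percentage of spot-positive cells more than 3 SD above its plate mean, without a fluorescence outlier flag or 80% toxicity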;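 further: spot-positive cell cutoff set from DMSO-treated cells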
# MT stabilizer: microtubule stabilizers in HeLa cells, primary screen, imaging, high-content imaging; HeLa tubulin immunostaining HCS, 24 h; share of cells brighter than vehicle mean+2SD; % tubulin-high responders, % at 10 µM; 200,000 tested, 0.83% active; AID 2205, 2009;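 active means plate Z-score above 3 for both tubulin-high and condensed-nucleus cell shares, with cell loss under 80%, at 10 µM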;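 further: anti alpha tubulin signal scored within the nucleus-defined area of each cell; some results filed as inactive read as strong as hits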
# Dynein cargo inh: inhibitors of GR-EGFP nuclear translocation, primary screen, dynein cargo transport inhibitor project, imaging, high-content, 3617.4 mouse cells. z-score, hits read low. 220,000 tested, 0.47% active. test concentration mostly 20 µM; stimulated with dexamethasone, 1 µM; active compounds read low;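 active means plate z-score of nuclear minus cytoplasmic receptor signal below a set negative limit, without overly bright fluorescence or cell loss, cut at about -3.5 in these data, passing the limit was not always enough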;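 further: z-score of nuclear minus cytoplasmic ring GR-EGFP intensity difference per well; some compounds called inactive have numbers as strong as hits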
#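 Buffer or medium: tet-free, stripped-serum medium; Also added: dexamethasone, 1.0 µM final; Technique: high-content fluorescence imaging after fixation; Times: 48 h induction, 1 h compound, 30 min dex at 37 °C; Read-out: per-cell GR-EGFP intensity, nucleus versus surrounding cytoplasmic ring, well-averaged.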
# Dynein cargo inh cytoplasmic EGFP: further read-out of Dynein cargo inh, marked with its call; z-score; measured here: cytoplasmic GR-EGFP intensity; active compounds read high
# Dynein cargo inh nuclear GR-EGFP: also measured in Dynein cargo inh; calls as there; z-score; measured here: nuclear GR-EGFP intensity;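 lower value marks the stronger effect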
# Dynein cargo inh cell count: recorded beside Dynein cargo inh, whose call it bears; z-score; measured here: cell count per field
# Insulin prom up cell count: recorded beside Insulin prom up, whose call it bears; cell count; measured here: cytotoxicity, nuclei count;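 total cells summed across four imaged fields per well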
# Lipid droplet cells 6.5 µM: also measured in Lipid droplet; calls as there; cell count; measured here: cell count, cytotoxicity flag;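 cells counted across two imaged fields per well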
# bCat nuc transl cell count 5 µM: further read-out of bCat nuc transl, marked with its call; cell count; measured here: cell count, cytotoxicity flag
# T cell modulator vesicle-bound %: also measured in T cell modulator; calls as there; double positive events, %; measured here: CD8+ vesicle-bound cell fraction;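 binding gate set so that unloaded-vesicle control wells show 10% double positive cells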
# MT stabilizer Hoechst-high %: also measured in MT stabilizer; calls as there; % Hoechst-high responders; measured here: nuclear condensation Hoechst responders;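 share of cells brighter than vehicle mean plus two SD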
# MT stabilizer cytotoxicity %: second read-out of MT stabilizer, no call of its own (marks repeat the call); toxicity, %; measured here: cytotoxicity by cell density;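 0% = mean cell density of plate MIN control wells and 100% = no cells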
# Autophagy HCS cell loss 18 h: second read-out of Autophagy HCS, no call of its own (marks repeat the call); toxicity, %; measured here: cell loss, nuclei count;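 cell loss after 18 h compound exposure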
# Starred values were filed as active, the others as inactive; i = inactive; · = not tested or not shown; + = active, no number.
SMILES,Lipid droplet,Lipid droplet cells 6.5 µM,Salmonella PhoP GFP,T cell modulator,T cell modulator vesicle-bound %,CSM14.1 death rescue,bCat nuc transl,bCat nuc transl cell count 5 µM,Insulin prom up,Insulin prom up cell count,Autophagy HCS,Autophagy HCS cell loss 18 h,MT stabilizer,MT stabilizer Hoechst-high %,MT stabilizer cytotoxicity %,Dynein cargo inh,Dynein cargo inh cytoplasmic EGFP,Dynein cargo inh nuclear GR-EGFP,Dynein cargo inh cell count
CCCCNC(=O)c1cc2n(n1)C(C(F)(F)F)CC(c1ccccc1)N2 (stereo unspecified),-14,782,8%,i,13,-0.3%,-7.3,1214,·,·,i,0,1.6,3.2,11,-0.89,-0.18,0.0026,1.1
Cc1ccc(C)c(N=Cc2ccc(-c3ccc([N+](=O)[O-])cc3)o2)c1,12,677,-9%,i,48,0.8%,-8.5,1141,-0.52,1569,i,-10,2.0,2.2,9.6,-2,0.091,-1.7,0.41
Cc1cc(C)c(S(=O)(=O)Nc2ccc(N3CCOCC3)cc2)c(C)c1,0,619,-2%,i,49,·,-0.5,1283,-0.36,1040,·,·,·,·,·,-0.3,-0.23,0.46,-0.3
c1ccc(N2CCN(c3ccccc3)C2c2ccncc2)cc1,-10,761,10%,i,19,3.5%,-6.9,1218,-0.09,946,i,5,3.0,2.0,2.6,-0.21,0.32,0.26,-0.3
Cc1nc(SC(C(N)=O)c2ccccc2)c(C#N)c(C)c1C (stereo unspecified),18,714,-6%,i,23,·,-0.2,1208,-0.2,1082,·,·,·,·,·,0.0099,-0.19,0.6,-1.4
O=C(Nc1nc2ccc(S(=O)(=O)N3CCCC3)cc2s1)c1ccccn1,-15,684,5%,i,27,0.8%,1.3,1061,0.04,1204,i,17,8.5,1.2,0.2,-0.44,-0.32,-0.26,0.5
COc1cc(C(=S)N2CCCC2)ccc1O,·,·,-4%,i,18,1.0%,-5.2,906,-0.32,1363,i,-2,2.7,2.7,13,2.5,-0.37,1.2,-1.4
O=C(O)c1ccc(NC(CSCc2ccc(F)cc2)C(=O)O)c([N+](=O)[O-])c1 (stereo unspecified),12,777,11%,i,7,6.8%,1.5,1227,-0.45,918,i,5,1.4,1.1,20,1.5,-0.094,0.66,-0.67
Cc1ccc(NC(=S)N(CCN2CCCCC2)Cc2ccco2)cc1C,14,677,-14%,i,40,2.0%,-6.2,1159,0.13,1103,i,5,8.3,3.4,10,-1.6,-0.31,-0.4,1.1
CCCCN(Cc1ccccc1)C(=O)C1CCN(Cc2sccc2C)CC1,-36,697,-7%,i,45,-1.9%,-2.0,591,0.12,1224,i,5,2.1,3.1,6.1,-0.31,-0.11,-0.51,0.95
CCOC(=O)c1cc(S(=O)(=O)NC2CCN(C(=O)OCC)CC2)cn1C,·,·,-11%,i,58,-0.3%,-2.1,994,0.09,1231,i,24,5.2,1.9,14,1.6,-0.26,1.1,-1.6
O=C(CSc1cccc[n+]1[O-])c1cccs1,-1,695,1%,i,37,-1.5%,-2.8,1136,-0.26,1421,i,-8,3.0,1.5,6.0,0.022,-0.099,0.03,-0.28
C=CCn1c(SCc2csc(-c3ccc(C)cc3)n2)nnc1-c1ccccc1OC,-4,678,6%,i,52,2.6%,-0.2,1120,-0.45,1078,i,5,3.0,1.3,2.3,-0.65,-0.27,-0.31,0.66
CCCn1c(C)cc(C(=O)COC(=O)c2c(C)nn(-c3ccccc3)c2C)c1C,-2,781,1%,i,52,5.2%,·,·,0.77,842,i,-5,2.1,1.6,8.8,-0.18,-0.28,0.0013,1.7
CC(C)CNc1nc(Oc2ccc(=O)[nH]n2)nc(N(C)C)n1,26,752,-1%,i,22,-2.8%,-2.6,1083,·,·,i,-9,3.0,0.5,7.4,-0.56,0.47,-0.013,0.18
O=C(O)c1cccc(Oc2ccc([N+](=O)[O-])cc2)c1,-11,677,-18%,i,31,0.5%,-0.6,1097,2,1514,i,21,2.0,1.5,4.3,0.8,-0.22,0.81,-1.3
S=C1NC2=C(CCCC2=C2SCCCS2)C(c2ccccc2)N1 (stereo unspecified),-14,707,-3%,i,31,-0.9%,0.0,1089,-0.38,1148,i,-5,2.7,2.8,9.8,0.74,0.74,0.67,-1.6
O=c1c2cn[nH]c2[nH]c(=S)n1-c1ccccc1F,-4,692,-31%,i,52,0.0%,-0.7,1161,·,·,i,-6,2.4,1.5,7.2,-1.1,-0.28,-0.47,0.13
COC(=O)C1=C(C)N=C2SC(C)C(=O)N2C1/C=C/c1ccccc1 (stereo unspecified),·,·,1%,i,26,-1.8%,-3.6,1337,0.1,1563,i,8,2.3,0.8,4.1,-1.2,-0.13,-0.41,0.041
CCCC1=[N+](CC(=O)c2ccc(Br)cc2)CCn2cccc21,22,698,-3%,i,45,·,9.1,1281,0.2,1030,·,·,·,·,·,0.24,-0.13,0.15,-0.4
CNC(=O)C(=O)N/N=C/c1cccnc1,4,698,-4%,i,20,·,0.8,1273,1.1,1083,·,·,·,·,·,0.17,0.062,0.085,-0.63
COc1ccc(N(C)C(=S)Oc2ccc(C(=O)Nc3ccccc3)cc2)cc1,·,·,2%,·,·,0.0%,-1.6,981,0.31,1451,i,-31,44*,36*,30*,-1.2,-0.21,-0.68,0.74
O=C(Cn1cncn1)N/N=C/c1cc([N+](=O)[O-])ccc1O,0,762,14%,i,57,·,0.9,1314,0.43,1300,·,·,·,·,·,-0.93,-0.28,-0.46,0.52
CC1CCCN(C(=O)CN2CCC(c3nc4ccc(Cl)cc4[nH]3)CC2)C1 (stereo unspecified),-6,610,-3%,i,13,·,0.1,1375,-0.09,786,·,·,·,·,·,0.16,-0.24,1,-0.61
CN1CCC(OC(=O)COc2ccc(Br)cc2)CC1,0,665,-3%,i,58,-0.4%,-4.5,1108,-0.03,1640,i,3,2.6,1.8,7.5,-0.48,-0.27,0.31,0.34

# Molecules shown so far that contain a furan ring, fused or not:
SMILES,Lipid droplet,Lipid droplet cells 6.5 µM,Salmonella PhoP GFP,T cell modulator,T cell modulator vesicle-bound %,CSM14.1 death rescue,bCat nuc transl,bCat nuc transl cell count 5 µM,Insulin prom up,Insulin prom up cell count,Autophagy HCS,Autophagy HCS cell loss 18 h,MT stabilizer,MT stabilizer Hoechst-high %,MT stabilizer cytotoxicity %,Dynein cargo inh,Dynein cargo inh cytoplasmic EGFP,Dynein cargo inh nuclear GR-EGFP,Dynein cargo inh cell count
Cc1ccc(C)c(N=Cc2ccc(-c3ccc([N+](=O)[O-])cc3)o2)c1,12,677,-9%,i,48,0.8%,-8.5,1141,-0.52,1569,i,-10,2.0,2.2,9.6,-2,0.091,-1.7,0.41
Cc1ccc(NC(=S)N(CCN2CCCCC2)Cc2ccco2)cc1C,14,677,-14%,i,40,2.0%,-6.2,1159,0.13,1103,i,5,8.3,3.4,10,-1.6,-0.31,-0.4,1.1

# (next part)
SMILES,Lipid droplet,Lipid droplet cells 6.5 µM,Salmonella PhoP GFP,T cell modulator,T cell modulator vesicle-bound %,CSM14.1 death rescue,bCat nuc transl,bCat nuc transl cell count 5 µM,Insulin prom up,Insulin prom up cell count,Autophagy HCS,Autophagy HCS cell loss 18 h,MT stabilizer,MT stabilizer Hoechst-high %,MT stabilizer cytotoxicity %,Dynein cargo inh,Dynein cargo inh cytoplasmic EGFP,Dynein cargo inh nuclear GR-EGFP,Dynein cargo inh cell count
CC(=O)Nc1ccc(C(=O)OCc2ccc(F)cc2)cc1,-1,565,-1%,i,52,-0.4%,0.9,1514,·,·,i,21,2.8,2.7,3.5,-0.094,-0.2,-0.17,0.13
Cc1ccccc1CSCc1nc2ccccc2[nH]1,-11,609,3%,i,48,-0.8%,1.2,1017,-0.88,1338,i,34,4.5,2.5,2.6,0.37,-0.12,0.21,-1.1
CN1CCN(c2ccc(NC(=O)CSc3ccccc3)cc2F)CC1,-3,672,2%,i,37,-0.7%,0.1,1046,0.17,1744,i,11,2.1,2.3,11,-0.87,-0.057,-0.0058,0.33
O=C(NCc1ccc2c(c1)OCO2)c1ccc(NS(=O)(=O)c2ccc3c(c2)OCCO3)cc1,10,735,3%,i,26,-2.8%,5.1,475,·,·,i,9,2.6,1.5,8.7,-0.72,-0.26,-0.15,0.51
O=C(C[n+]1ccccc1)N/N=C/c1ccccc1[N+](=O)[O-],-1,664,6%,i,21,-0.7%,0.0,1059,0.36,1263,i,-11,1.9,2.9,7.0,1.2,-0.26,0.82,-0.47
COc1cc(CNCCc2ccc(S(N)(=O)=O)cc2)ccc1OCC(=O)N1CCCCC1,3,739,-11%,+,3.5*,0.3%,-2.5,1130,0.34,1557,i,8,2.9,2.6,5.8,-0.43,-0.26,-0.37,0.26
Cc1cc(C)nc(Nc2n[nH]c(COc3ccc4ccccc4c3)n2)n1,·,·,-3%,i,62,-0.3%,2.3,1314,0.61,1488,i,-2,3.8,2.4,7.1,0.099,0.21,-0.66,0.9
